JMJD2E inh = qHTS Assay for Inhibitors of Human Jumonji Domain Containing 2E (JMJD2E) | actives 1.6% (n = 230,000) | Lysine-specific demethylase 4E (Homo sapiens), B2RXH2 | AID 2147, 2009 | Potency, µM (top dose mostly 57.1 µM), for the others: at the highest dose activity change, negative = inhibition, actives largely listed as inhibitors | JMJD2E catalytic domain, FDH-coupled NADH fluorescence (FDH is formaldehyde dehydrogenase); active means well fitted inhibition curve with a large enough effect, not every such curve was filed as active; inconclusive means small, poorly fitted or top-dose-only effect, or another doubt; inactive means no such curve, though single readings can be large or run the other way;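 further: 0% = wells with enzyme and -100% = buffer wells without enzyme; nearly all actives have a fitted effect of over 50% in size; many of its hits are not listed in these tables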
KinaseGlo FLuc = Counterscreen for Luciferase (Kinase-Glo TM) Inhibition; Luciferin 4-monooxygenase (Photuris pensylvanica), Q27757; Kinase-Glo luciferase, ATP luminescence, 8 min; Potency, µM (doses to about 38.3 µM), for inactives: at the top dose activity change, negative = inhibition, hits mostly inhibitors; actives 0.28% (n = 200,000); further: on the % scale 0 is the no-effect control and ±100 the full control effect; nearly all actives have a fitted effect of over 60% in size
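Recombinant Kinase-Glo luciferase, 10 uM ATP (linear range), luciferin; imidazole pH 7.2 / KCl / MgCl2 / Tween / BSA buffer; 8 min RT; luminescence.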
RGS12 GoLoco inh = qHTS Assay for Inhibitors of RGS12 GoLoco Motif Activity (Red Fluorophore) | Guanine nucleotide-binding protein G(i) subunit alpha-1 (Homo sapiens), P63096 | Gai1:RGS12 GoLoco peptide FP, rhodamine, 10 min | Potency, µM (highest dose often 61.6 µM), for the others: top-dose activity, negative = inhibition, most hits filed as inhibitors | actives 0.44% (n = 230,000) | AID 880, 2007; active means well fitted inhibition curve with a large enough effect, not every such curve was filed as active; inactive means no such curve, though single readings can be large or run the other way; further: on the % scale 0 is the no-effect control and ±100 the full control effect; nearly all actives have a fitted effect of over 30% in size; many of its hits are not listed in these tables
SMN2 splice enh = qHTS Assay for Enhancers of SMN2 Splice Variant Expression. HEK293 SMN2-luciferase splicing reporter, luminescence, 30-36 h. Potency, µM (doses to about 46.1 µM), without a hit: top-dose activity change, positive = activation, usual class: activators. actives 2.8% (n = 210,000). AID 1458, 2008; further: % of control where 0% means no effect; nearly all actives have a fitted effect of over 55% in size
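HEK293 cells carry an SMN2 minigene-luciferase reporter in which exon 7 inclusion puts luciferase in frame. Cells were seeded at 2000 cells/well, attached for 10-12 hours, then exposed to compounds for 30-36 hours at 37C before ONE-Glo luminescence.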
NPSR antag = qHTS Assay for Antagonists of the Neuropeptide S Receptor: cAMP Signal Transduction | Q6W5P4 | CHO-NPSR cells, cAMP TR-FRET, antagonist mode | Potency, µM (series often up to 38.3 µM), for the others: top-dose activity change, negative = inhibition, actives largely listed as inhibitors | actives 1% (n = 220,000); further: on the % scale 0 is the no-effect control and ±100 the full control effect; nearly all actives have a fitted effect of over 50% in size; many of its hits are not listed in these tables
Target sequence (Q6W5P4 whole entry, looked up): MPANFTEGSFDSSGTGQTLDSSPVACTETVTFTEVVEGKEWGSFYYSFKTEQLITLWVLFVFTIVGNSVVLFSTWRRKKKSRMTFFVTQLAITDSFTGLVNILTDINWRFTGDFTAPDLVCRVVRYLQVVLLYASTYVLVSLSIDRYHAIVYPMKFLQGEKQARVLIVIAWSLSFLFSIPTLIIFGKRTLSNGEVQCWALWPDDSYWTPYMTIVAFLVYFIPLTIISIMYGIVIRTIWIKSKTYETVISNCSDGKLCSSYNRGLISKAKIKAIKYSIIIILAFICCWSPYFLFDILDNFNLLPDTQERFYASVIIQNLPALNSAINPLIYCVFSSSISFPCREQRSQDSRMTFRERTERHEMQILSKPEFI
RECQ1 inh = qHTS Assay for Inhibitors of RecQ-Like Dna Helicase 1 (RECQ1); RECQ1 DNA unwinding, red fluorescence kinetic read; ATP-dependent DNA helicase Q1 (Homo sapiens), P46063; Potency, µM (titrated, usually from 57.3 µM), without a hit: top-dose activity, negative = inhibition, most hits filed as inhibitors; AID 2549, 2010; actives 0.54% (n = 240,000);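 further: plate controls were vehicle for no effect and no enzyme for full effect; nearly all actives have a fitted effect of over 30% in size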
Target sequence (P46063 whole entry, looked up): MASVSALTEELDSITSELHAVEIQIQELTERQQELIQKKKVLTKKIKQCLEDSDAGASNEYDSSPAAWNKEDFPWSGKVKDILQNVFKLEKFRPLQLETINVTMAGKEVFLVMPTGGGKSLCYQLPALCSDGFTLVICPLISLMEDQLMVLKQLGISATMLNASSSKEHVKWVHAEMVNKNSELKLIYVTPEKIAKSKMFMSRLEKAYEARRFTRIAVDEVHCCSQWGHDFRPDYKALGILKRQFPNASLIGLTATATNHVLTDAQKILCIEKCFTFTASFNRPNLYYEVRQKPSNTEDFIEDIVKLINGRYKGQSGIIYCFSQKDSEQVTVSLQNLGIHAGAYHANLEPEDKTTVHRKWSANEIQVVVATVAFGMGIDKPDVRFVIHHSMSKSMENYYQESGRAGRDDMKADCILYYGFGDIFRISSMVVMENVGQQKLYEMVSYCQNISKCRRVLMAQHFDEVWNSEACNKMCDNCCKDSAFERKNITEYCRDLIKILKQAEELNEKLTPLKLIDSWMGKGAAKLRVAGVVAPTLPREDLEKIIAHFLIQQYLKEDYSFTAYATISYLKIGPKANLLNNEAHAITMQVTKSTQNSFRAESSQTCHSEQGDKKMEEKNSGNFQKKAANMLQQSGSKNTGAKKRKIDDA
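50 nM RECQ1T1 preincubated 15 min with compound in Tris pH 8.0 buffer with MgCl2, DTT, Tween-20 and 2.5 ug/ml poly(dI-dC); started with 200 nM TAMRA/BHQ-2 forked duplex and 2 mM ATP. Unwinding read as fluorescence (525/598 nm), two reads 2 h apart.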
IMPase Li inh = qHTS Assay for Identifying the Cell-Membrane Permeable IMPase Inhibitors: Potentiation with Lithium. CHO-M1 cells, IP1 TR-FRET (IP-One), carbachol + lithium. Potency, µM (titrated, usually from 59.4 µM), for the others: top-dose activity, negative = IMPase inhibition, most hits filed as inhibitors. actives 0.35% (n = 210,000). AID 1457, 2008;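 further: IP1 builds up when IMPase is blocked and the TR-FRET signal falls; plate controls were basal vehicle for no effect and high inhibitor control for full effect; nearly all actives have a fitted effect of over 50% in size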
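Test compounds were applied to CHO-M1 cells previously cultured for 16–30 h at 2000 per well. A small lithium amount accompanied them; after 30 min at 37C, IP1 was quantified by TR-FRET.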
Epigenetic derep = Quantitative High-Throughput Screen for Regulators of Epigenetic Control. murine LDR cells, GFP reporter derepression, 30 h. Potency, µM (top dose mostly 53.9 µM), for the others: at the top dose GFP activation, usual class: activators. actives 0.2% (n = 280,000). AID 1865, 2009; further: % of control where 0% means no effect; nearly all actives have a fitted effect of over 60% in size
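Murine LDR cells carrying a silenced, genomically integrated CMV-driven GFP reporter were exposed to compound for 30 hours at 37 C. After PBS washes, GFP-positive cells (20–120 um objects) were counted by laser-scanning microplate cytometry.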
Starred values were filed as active, the others as inactive; i = inactive; ? = inconclusive; . = no result given; [ ] = remark or other dose. Unless noted, the call rests on the fitted dose curve; in most records, active means well fitted curve in the direction sought with a large enough effect; inconclusive means small, poorly fitted or top-dose-only effect, or another doubt; inactive means no such curve, though single readings can be large; an effect the other way counts as inactive or inconclusive. Potency means the concentration at half of the fitted maximal effect.

SMILES | JMJD2E inh | KinaseGlo FLuc | RGS12 GoLoco inh | SMN2 splice enh | NPSR antag | RECQ1 inh | IMPase Li inh | Epigenetic derep
Cc1ccc(CNC(=O)COC(=O)CCCOc2ccc(Cl)cc2Cl)cc1 | 2% | -1% | -16% | -2% | 3% | 10% | -9% | 0.0%
C=CCSC1=C(C#N)C(c2ccccc2OC)CC(=O)N1 (stereo not given) | -2% | -5% | -6% | 1% | -19%[46.1 µM] | -8% | -9%[38.3 µM] | 6.7%
CC1C2(C)OC(=N)C(C#N)(C(C)O2)C1(C#N)C#N (stereo not given) | ? | . | 25µM* | . | 12% | -24% | . | 1.0%
CCOC(=O)NC(CC(=O)O)c1ccc(OCC)cc1 (stereo not given) | 3% | -2% | -1% | -12% | 6%[46.1 µM] | -12% | -20%[38.3 µM] | 0.0%
COc1ccc(C(=O)NN2C(=S)N(c3ccc(OC)cc3)C(=O)C2CC(N)=O)cc1 (stereo not given) | -3% | . | -3% | . | 3% | 21% | . | 4.5%
CC1CN(C(=O)C(C)N2CCN(c3ccccc3Cl)CC2)CC(C)O1 (stereo not given) | 5% | 3% | 1% | -17% | 2% | -2% | 0% | -2.0%
CN(CC(=O)Nc1ccc2c(c1)OCO2)S(=O)(=O)c1ccc2c(c1)CCC(=O)N2 | 3% | . | 1% | . | 14% | -5% | . | 2.1%
O=C(CCSc1ccccc1)N1CCN(c2ccccc2F)CC1 | -1% | 0% | 4% | 11µM* | -17% | 3% | 22% | 1.1%
CC1(C)CC(=O)c2sc(NS(C)(=O)=O)nc2C1 | 0% | 2% | -3% | -2% | -7%[46.1 µM] | 4% | -17%[38.3 µM] | -0.7%
COc1c2c(cc3occ(-c4ccc5c(c4)OCO5)c(=O)c13)OC(C)(C)C=C2 | ? | -3% | 10% | 6.3µM* | . | -29% | 22% | -0.9%
O=C(c1ccccc1)c1ccc(N2CCNCC2)cc1 | 4% | -1% | 8% | 10% | -8%[46.1 µM] | 1% | 21%[38.3 µM] | 0.0%
O=C1CN(C(=O)CSc2nc3ccccc3c(=O)n2CCCN2CCOCC2)c2ccccc2N1 | -7% | . | 4% | . | -9% | 0% | . | 1.6%
CC1(C)CC(=O)C(C(c2cccc([N+](=O)[O-])c2)C2C(=O)CC(C)(C)CC2=O)C(=O)C1 | 3% | 1% | -12% | -8% | 17% | 8% | 1% | 0.1%
O=C(NCc1ccco1)C1CCC(CNS(=O)(=O)c2cccc3cccnc23)CC1 (stereo not given) | -2% | -1% | 15% | -9% | -11%[46.1 µM] | -1% | -1%[38.3 µM] | -0.2%
COC(=O)CCC(=O)Nc1ccc(NC(C)=O)cc1 | -1% | 2% | 4% | -1% | 2%[46.1 µM] | 11% | 0%[38.3 µM] | 3.9%
COc1ccccc1-c1nc(NCc2ccccc2)c2ccccc2n1 | 3% | -3% | 1% | -106%[inhibitor] | . | -4% | -17% | 3.9%
CN(NC(=O)CN1C(=O)c2ccccc2C1=O)C1=NS(=O)(=O)c2ccccc21 | 2% | 0% | 5% | 3% | 12% | 10% | -4% | -2.5%
N#C/C(C(=O)N1CCOCC1)=C1\Nc2ccccc2S1 | 2% | -2% | -3% | ? | -24%[46.1 µM] | -6% | 22%[38.3 µM] | -0.5%
CN(C(=O)c1ccccc1C(=O)OCC(=O)NC(=O)NC(C)(C)C)C1CCCCC1 | 1% | 1% | -5% | ? | -9% | -12% | 10% | -3.4%
COc1ccc(CCNC(=O)c2noc3c2CCCC3)cc1OC | 9% | 1% | -2% | 23% | -5%[46.1 µM] | -5% | 19%[38.3 µM] | 1.2%

Compound profiles (already shown):
CN(CC(=O)Nc1ccc2c(c1)OCO2)S(=O)(=O)c1ccc2c(c1)CCC(=O)N2 reads JMJD2E inh: 3%; KinaseGlo FLuc: .; RGS12 GoLoco inh: 1%; SMN2 splice enh: .; NPSR antag: 14%; RECQ1 inh: -5%; IMPase Li inh: .; Epigenetic derep: 2.1%
CC1C2(C)OC(=N)C(C#N)(C(C)O2)C1(C#N)C#N (stereo not given) reads JMJD2E inh: ?; KinaseGlo FLuc: .; RGS12 GoLoco inh: 25µM*; SMN2 splice enh: .; NPSR antag: 12%; RECQ1 inh: -24%; IMPase Li inh: .; Epigenetic derep: 1.0%

Just JMJD2E inh and RECQ1 inh (five entries from above):
Structure	JMJD2E inh	RECQ1 inh
Cc1ccc(CNC(=O)COC(=O)CCCOc2ccc(Cl)cc2Cl)cc1	2%	10%
C=CCSC1=C(C#N)C(c2ccccc2OC)CC(=O)N1 (stereo not given)	-2%	-8%
CC1C2(C)OC(=N)C(C#N)(C(C)O2)C1(C#N)C#N (stereo not given)	?	-24%
CCOC(=O)NC(CC(=O)O)c1ccc(OCC)cc1 (stereo not given)	3%	-12%
COc1ccc(C(=O)NN2C(=S)N(c3ccc(OC)cc3)C(=O)C2CC(N)=O)cc1 (stereo not given)	-3%	21%

The results go on.
SMILES | JMJD2E inh | KinaseGlo FLuc | RGS12 GoLoco inh | SMN2 splice enh | NPSR antag | RECQ1 inh | IMPase Li inh | Epigenetic derep
CCn1c(C)nc2cc(C(=O)N/N=C/c3ccc(OC)cc3)ccc21 | -1% | -5% | 142%[activator] | -6% | -6% | i | 9% | -0.3%
C/C(N)=C(/C#N)C(=O)CSc1cc(C)c2ccccc2n1 | -4% | 0% | 0% | 15% | 0% | -3% | -4% | -1.2%
O=C(Nc1nc(-c2ccc3c(c2)Cc2ccccc2-3)cs1)c1ccccc1 | -3% | -1% | -5% | 7% | -59% | -1% | -16% | -1.5%
Cc1nn(C(C)C(=O)N2CCOCC2)c(C)c1[N+](=O)[O-] (stereo not given) | 24% | 0% | 0% | 3% | 15% | -11% | -7% | -1.0%
COc1ccc2[nH]c(=O)c(CN(C(C)=O)C3CCCCC3)cc2c1 | ? | -3% | -4% | -19% | -6%[46.1 µM] | -6% | -4%[38.3 µM] | 0.7%
c1ccc(CSc2nncn2-c2ccccn2)cc1 | -5% | 0% | -5% | -6% | 2%[7.67 µM] | 7% | -34%[38.3 µM] | -1.5%
COc1ccccc1/C=N/NC(=S)Nc1cccnc1 | -2% | -4% | 5% | . | -38% | -2% | 0% | ?
CCCCC1=CC2=C(c3ccco3)C(=O)C(C)(OC(=O)c3ccc(OC)cc3)C(=O)C2=CN1c1ccc(OC)cc1 (stereo not given) | 3%[11.4 µM] | -2%[7.66 µM] | 21%[14.2 µM] | 2%[9.22 µM] | -11% | ? | -21% | -0.7%
COCCCNc1oc(-c2ccccc2F)nc1C#N | ? | -3% | -2% | 21% | 2%[46.1 µM] | -3% | -16%[38.3 µM] | -1.4%
Cc1cccc(N2CN(Cc3cccnc3)CNC2=S)c1 | -1% | -1% | -10% | 6% | 1%[46.1 µM] | 2% | 4% | 1.0%
COc1cc(/C=C2\SC(=O)NC2=O)ccc1Oc1cnccn1 | -14% | . | 6% | . | 60% | -7% | -7% | -0.2%
O=C(NCCO)C1CCN(S(=O)(=O)c2ccc(F)cc2)CC1 | 3% | -4% | -6% | 13% | -1%[46.1 µM] | -11% | 2%[38.3 µM] | -1.1%
C[C@H](NC(=O)c1ccccc1Cl)C(=O)OC(C(=O)Nc1cc(C(F)(F)F)ccc1Cl)c1ccccc1 (stereo not given in full) | 2% | -3% | -1% | -3% | -23%[46.1 µM] | i | 25%[38.3 µM] | -3.7%
Cc1cnc(NC(=O)c2cc3c(C)nn(-c4ccccc4)c3s2)s1 | ? | 5% | 24% | -3% | 19%[46.1 µM] | -2% | ? | -0.9%
CCCn1c(SCC(=O)NCCc2ccccc2)nnc1-c1ccccn1 | 5% | -1% | -6% | 0% | -5%[46.1 µM] | 0% | 20%[38.3 µM] | 4.8%
Cc1ccc(Cl)cc1N1CCN(C(=O)CN(C2CCCCC2)S(C)(=O)=O)CC1 | -1% | 5% | 2% | -92%[inhibitor] | -55% | -7% | 20% | -1.0%
Cc1ccc(Cn2c(SCC(C)C)nc3c2c(=O)n(C)c(=O)n3C)cc1 | 3% | -5% | 1% | -31%[inhibitor] | -28%[46.1 µM] | -1% | 37%[activator][38.3 µM] | 0.0%
CC1CC(C)CN(c2ccc([N+](=O)[O-])nc2)C1 (stereo not given) | 11% | . | 7% | . | -10% | -8% | 2% | 0.0%
C=CCn1c(SCc2nc3ccccc3c(=O)[nH]2)nc2sc3c(c2c1=O)CCCC3 | -30% | . | 36%[activator] | . | 33% | 0% | . | 1.0%
O=C(N1CCCCCC1)N1CCN(C(=O)N2CCOCC2)CC1 | 0% | -1% | 5% | -16% | -8%[46.1 µM] | -10% | 3%[38.3 µM] | -0.8%
COc1ccc(N2C(=O)CC(S/C(N)=N/N=C(\C)c3cccs3)C2=O)cc1 (stereo not given) | 9% | 1% | 2% | 6% | -13%[46.1 µM] | -1% | -5%[38.3 µM] | -1.1%
O=C1c2ccccc2NC(c2ccccc2)N1CCCN1CCOCC1 (stereo not given) | 5% | . | -8% | . | -29% | -5% | . | 6.5%

Source: PubChem BioAssay (National Center for Advancing Translational Sciences (NCATS))

This is a subset; the hit share may differ from the screen's.
